Source: PubChem BioAssay
S100A4 MyoIIA: blocks human S100A4 binding to myosin IIA peptide; 360,000 tested, 0.14% active; inhibition, % at 10.7 µM; S100A4/TAMRA-MyoIIA peptide fluorescence polarization;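 active = mean inhibition of at least 70% across replicates, with every replicate also reaching that level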
Target sequence (P26447 whole entry, looked up): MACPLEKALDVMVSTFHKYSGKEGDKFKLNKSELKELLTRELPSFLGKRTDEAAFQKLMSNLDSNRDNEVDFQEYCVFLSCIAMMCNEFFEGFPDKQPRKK
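Test system – S100A4 monomer (human) · Compound – single-point compound testing · Schedule – 5 min incubation before reading · Probe or stimulus – TAMRA-labelled myosin IIA heavy-chain peptide probe, 5 nM · Benchmarks – neutral control DMSO, positive control TFP · Medium – Calcium-containing HEPES buffer, pH 7.2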
FN deposition inh: fibronectin deposition inhibition | AH1F fibroblasts, Alexa488-fibronectin deposition fluorescence, overnight | 350,000 tested, 0.086% active | inhibition, % at 12.6 µM;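 active = mean inhibition across replicates of 30% or more, regardless of how many single replicates reach that level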;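 also: positive control wells lacked labelled fibronectin entirely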
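Material: AH1F fibroblast monolayer depositing Alexa488-labelled fibronectin into matrix | Input: 10000 AH1F cells/well | Medium: DMEM plus 2% serum, read in PBS | Reagent: Alexa488-fibronectin, 24 nM final in well | Compound dosing: One dose per compound, pinned | Schedule: 1 h adhesion, overnight exposure | Measured by: Fluorescence at 485 nm excitation, 525 nm emission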
C2C12 statin: protects C2C12 myotubes from simvastatin toxicity; ATP luminescence, 48 h; scaled: DMSO 0, geranylgeraniol control 100; rescue of ATP level, % at 7.49 µM; 330,000 tested, 0.78% active;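 active = mean ATP rescue above about 67%, or every replicate alone reaching that limit, limit read from the data, passing the limit was not always enough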;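 also: myotubes were challenged with 10 µM simvastatin during compound exposure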
LGR2 inh: Drosophila LGR2 receptor signaling inhibition | inhibition, % at 9.99 µM | AID 720647 | 380,000 tested, 0.35% active | HEK293 LGR2, CRE-luciferase, bursicon-stimulated, 4 h;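 active = drop in luminescence signal, shown as inhibition above about 50% in the replicate tests, limit read from the data, passing the limit was not always enough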;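 also: agonist challenge used bursicon conditioned medium at about half maximal strength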
SIRT5 block: inhibitors of human sirtuin-5 desuccinylase. Q9NXA8. Purified SirT5, succinyl-peptide AMC, trypsin-coupled fluorescence. inhibition, % at 15 µM. 330,000 tested, 1.1% active. AID 652115; in the data active = inhibition above about 15%
Target sequence (Q9NXA8 whole entry, looked up): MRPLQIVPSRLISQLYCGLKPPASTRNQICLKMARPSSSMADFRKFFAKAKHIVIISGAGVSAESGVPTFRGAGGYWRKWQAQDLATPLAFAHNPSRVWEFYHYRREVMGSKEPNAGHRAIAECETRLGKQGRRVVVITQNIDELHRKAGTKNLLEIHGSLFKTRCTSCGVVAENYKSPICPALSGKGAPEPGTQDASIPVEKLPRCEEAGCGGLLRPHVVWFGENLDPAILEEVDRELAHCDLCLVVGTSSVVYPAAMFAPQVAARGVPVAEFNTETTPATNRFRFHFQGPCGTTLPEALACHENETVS
CASP6 VEID inh: inhibitors of human caspase-6. P55212. purified caspase-6, Z-VEID-R110 cleavage fluorescence. inhibition, % at 12.5 µM. 350,000 tested, 0.53% active. AID 686996;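 active = mean inhibition across replicates at least about 35%, with every replicate also reaching that limit, limit read from the data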;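 also: 0% = median of neutral control wells and 100% = no fluorescence left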
Target sequence (P55212 24-179 limits assumed): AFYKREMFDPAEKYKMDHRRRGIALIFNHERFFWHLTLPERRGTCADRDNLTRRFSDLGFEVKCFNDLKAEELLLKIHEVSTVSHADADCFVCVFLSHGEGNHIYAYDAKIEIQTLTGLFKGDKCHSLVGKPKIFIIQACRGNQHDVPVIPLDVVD
Target sequence (P55212 194-293 limits assumed): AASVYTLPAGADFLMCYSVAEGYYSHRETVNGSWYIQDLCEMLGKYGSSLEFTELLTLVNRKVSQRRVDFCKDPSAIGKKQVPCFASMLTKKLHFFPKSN
esBAF inh: blocks esBAF chromatin remodeling in mouse ES cells; Bmi1-luciferase knock-in reporter, 24 h; 100% = twice the neutral-well signal; AID 602393; 350,000 tested, 2% active; reporter increase, % at 12.5 µM; in the data active = activation above about 40%;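 also: 0% = median of the plate's neutral control wells and 100% = double that signal; a rise in the Bmi1 reporter signal indicates esBAF inhibition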
The depositor's hits bear a star; · = no result given; & = joins results of further samples. This is a subset, so the mix of outcomes need not match the whole.

Start of the data: the first 7 entries, ahead of the listing:
SMILES	S100A4 MyoIIA	FN deposition inh	C2C12 statin	LGR2 inh	SIRT5 block	CASP6 VEID inh	esBAF inh
CN1C(=O)c2cc(NC(=O)NC3CCCC3)ccc2OC[C@H]2O[C@@H](CC(=O)O)CC[C@H]21	-6	2	-42	-40	0	1	-7
Nc1ccn([C@@H]2O[C@H](C(=O)N(CCC3=CCCCC3)CC3CC3)[C@@H](O)[C@H]2O)c(=O)n1	0	-10	4	6	1	1	-2
N#Cc1nc(COc2ccc(Br)cc2)oc1N1CCCCCC1	5	2	-3	-19	·	0	-4
C[C@@H]1CN([C@@H](C)CO)C(=O)c2cc(C#Cc3cccnc3)cnc2O[C@@H]1CN(C)Cc1ccncc1	·	9	-10	0	·	·	2
O=C(CC(c1ccccc1)c1ccccc1)NCC1CCCO1 (configuration not stated)	·	10	8	·	·	·	-1
Cc1cccc(-c2ccc([C@@H]3[C@@H](CO)N4C(=O)CN(C(=O)NC5CCCCC5)C[C@@H]34)cc2)c1	-19	·	·	9	2	1	·
CCOC(=O)N1CCN(CC(O)COc2ccc(OC)cc2C(C)(C)C)CC1 (configuration not stated)	3	-2	·	·	-2	0	·

Results, from the first entry:
SMILES	S100A4 MyoIIA	FN deposition inh	C2C12 statin	LGR2 inh	SIRT5 block	CASP6 VEID inh	esBAF inh
CN1C(=O)c2cc(NC(=O)NC3CCCC3)ccc2OC[C@H]2O[C@@H](CC(=O)O)CC[C@H]21	-6	2	-42	-40	0	1	-7
Nc1ccn([C@@H]2O[C@H](C(=O)N(CCC3=CCCCC3)CC3CC3)[C@@H](O)[C@H]2O)c(=O)n1	0	-10	4	6	1	1	-2
N#Cc1nc(COc2ccc(Br)cc2)oc1N1CCCCCC1	5	2	-3	-19	·	0	-4
C[C@@H]1CN([C@@H](C)CO)C(=O)c2cc(C#Cc3cccnc3)cnc2O[C@@H]1CN(C)Cc1ccncc1	·	9	-10	0	·	·	2
O=C(CC(c1ccccc1)c1ccccc1)NCC1CCCO1 (configuration not stated)	·	10	8	·	·	·	-1
Cc1cccc(-c2ccc([C@@H]3[C@@H](CO)N4C(=O)CN(C(=O)NC5CCCCC5)C[C@@H]34)cc2)c1	-19	·	·	9	2	1	·
CCOC(=O)N1CCN(CC(O)COc2ccc(OC)cc2C(C)(C)C)CC1 (configuration not stated)	3	-2	·	·	-2	0	·
O=C(Cc1cccs1)N[C@@H]1c2ccccc2CC[C@H]1OCc1ccccc1	-2	0	-3	3	-1	6	0
CCCC(=O)Nc1ccc2c(c1)OC[C@H](C)N(Cc1ccc(F)cc1)C[C@@H](C)[C@H](OC)CN(C)C2=O	-4	-11	27	-3	7	·	-30
C[C@H]1CN([C@@H](C)CO)C(=O)c2cc(C#CC3CCCCC3)cnc2O[C@H]1CN(C)C(=O)Nc1ccccc1	-1	-20	-10	-12	3	·	-12
Cc1onc(-c2ccccc2)c1C(=O)N/N=C/c1c(F)cccc1Cl	2	-5	-7	1	-1	-1	-9
COc1ccccc1NC(=O)C(C)N1C(=O)c2ccccc2C1=O (configuration not stated)	-1	-2	-1	-3	6	-1	-3
O=C(NC12CC3CC(CC(C3)C1)C2)c1cc(F)c(F)c(F)c1F	-9	2	17	-2	1	1	-4
CCc1cnc(N2[C@@H](C#N)[C@H](c3ccc(C#CCC4CCCC4)cc3)[C@@H]2CO)s1	-6	10	17	0	-2	-1	1
CN1CCN(c2ncnc3c2ncn3[C@H]2CN(Cc3ccc(-c4ccccc4)cc3)C[C@@H](CO)O2)CC1	-4	-13	15	-7	-4	-5	-24
Cc1noc(C)c1NC(=O)N(C)C[C@H]1Oc2ccc(NC(=O)NC(C)C)cc2CC(=O)N([C@@H](C)CO)C[C@@H]1C	-7	·	20	12	-3	3	-1
CN1C(c2ccc(F)cc2)=CS/C1=C(/C#N)c1nnc(N2CCOCC2)n1-c1ccccc1	4	-5	·	-15	-1	2	·
O=C(O)C1C2CCC(C2)C1C(=O)Nc1cccc([N+](=O)[O-])c1 (configuration not stated)	2	6	-5	28	-3	-2	-4
CSCCC(NC(=O)/C(=C/c1ccco1)NC(=O)c1ccco1)C(=O)O (configuration not stated)	-3	3	·	8	-4	3	·
O=C(C1=C[C@@H](c2ccccc2)C[C@@H](OCc2ccc(CO)cc2)O1)N1CCOCC1	-5&-2	-2	16	9	-2&12	2&-1	4
Cc1cccc(C2CC(c3ccccc3)Nc3ncnn32)c1 (configuration not stated)	-1	4	9	-13	·	-3	11
C[C@@H]1CN([C@H](C)CO)S(=O)(=O)c2ccc(-c3cccc(C#N)c3)cc2O[C@H]1CN(C)C(=O)c1cccnc1	-4	7	-19	-20	3	0	5
COCCNC(=O)C[C@@H]1C[C@H]2c3cc(NC(=O)C4CCOCC4)ccc3O[C@H]2[C@@H](CO)O1	-1	1	4	1	2	-6	0
CN(Cc1ccccc1F)Cc1cc(=O)oc2cc(O)c(Cl)cc12	-2	2	5	0	-16	1	6
COc1ccc(C(=O)NCC(=O)N/N=C/c2ccc(C)o2)cc1OC	0	-2	3	12	-2	4	-1
CC(=O)c1ccc(NS(=O)(=O)c2cc3c(cc2C)N(C(C)=O)CCO3)cc1	-2	-3	-1	-8	-4	3	-1
Cc1cnc(-c2nnc(N(C)C(=O)C3CCOC3)s2)cn1 (configuration not stated)	·	6	-4	·	·	·	2
O=C(NCc1nc(-c2ccc(Cl)cc2)no1)c1ccc2c(c1)OCO2	-14	3	7	1	0	-1	-3
C[C@@H]1CN([C@H](C)CO)C(=O)c2cc(/C=C/c3ccccc3)cnc2O[C@@H]1CN(C)C(=O)Nc1ccc(C(F)(F)F)cc1	34	-11	0	18	-2	-2	7
COc1ccc(NC(=O)Nc2ccc3c(c2)CC(=O)N([C@H](C)CO)C[C@@H](C)[C@H](CN(C)Cc2ccc4c(c2)OCO4)O3)cc1	1	·	2	1	5	3	-6
O=C(CCN1C(=O)C2C3C=CC(C3)C2C1=O)NC1CCCCC1 (configuration not stated)	-3	0	8	1	1	-5	0
COC(=O)COc1ccc(S(=O)(=O)Nc2ccccc2SC)cc1	·	-1	127*	·	·	·	0
COc1cc2cc(NC(C)=O)cc(NCc3ccccc3)c2cc1OC	-2	-1	-1	0	-5	1	-4
C[C@H](CO)N1C[C@H](C)[C@H](CN(C)Cc2ccc(C(F)(F)F)cc2)Oc2ccc(NC(=O)Cn3cnnn3)cc2C1=O	14	-2	24	-4	-4	2	-2
C/C(=N\O)C1/C(=N/O)CC2C1C2(C)C (configuration not stated)	·	-8	2	18	·	·	-1
O=C(CN1C(=O)NC2(CCCC2)C1=O)OCCOc1cccc(Cl)c1	-3	-2	7	3	-1	-6	2
COc1ccccc1CNC(=O)CSC(=S)N1CCCC1	-2	-4	7	-4	1	-3	-1
CC(O)(c1ccncc1)c1nc(-c2cccc(C(F)(F)F)c2)cs1 (configuration not stated)	7	·	-15	1	·	-1	-23
Clc1cccc(Nc2ncnc3ccc(Br)cc23)c1	-12	·	-8	16	-1	1	-1
CCOc1ccc(NC(=O)CN(C)C(=O)c2cc3c(s2)CCC3)cc1OCC	-1	-28	7	20	-2	1	-3
COC(=O)c1ccsc1NC(=O)CCS(=O)(=O)c1ccc(Cl)cc1	18	1	7	5	-2	0	-5
Cc1ccc(S(=O)(=O)N2[C@@H](c3ccc(F)cc3)C(C(=O)O)=CC[C@H]2c2cccc(Cl)c2)cc1	-5	-8	4	7	·	1	-1
COc1ccc(NC(=O)Nc2ccc3c(c2)[C@H]2C[C@H](CC(=O)NCc4ccccc4F)O[C@@H](CO)[C@H]2O3)cc1	2	0	0	5	8	5	-2
C/C=C(\C)C(=O)N1CCC(C(=O)c2ccccc2)CC1	2	3	-1	13	-3	-2	-7
COc1cccc(C(=O)N(CN2CCCC2=O)c2cccc(Cl)c2)c1OC	·	5	-3	·	·	·	-3
COc1ccc(S(=O)(=O)Nc2cccc(-c3ccc(N4CCCCCC4)nn3)c2)c(OC)c1	-3	-4	9	-57	0	3	25
Cc1ccc(C)c(NC(=O)CN(C)C(=O)c2cc(-c3cccs3)nn2-c2ccccc2)c1	-10	10	-1	11	1	1	0
NS(=O)(=O)c1ccc(NC(=O)CN2CCCC2)cc1	2	4	3	-1	4	-4	-9
CC1(C)c2[nH]c3ccccc3c2C[C@@H]2C(=O)N(Cc3ccccc3F)C(=O)N21	18	-21	18	4	·	-3	16
C[C@@H]1CN([C@@H](C)CO)C(=O)Cc2cc(NC(=O)C3CC3)ccc2O[C@@H]1CN(C)C(=O)Nc1ccccc1	-13	·	2	5	-7	0	1

Other structures follow:
SMILES	S100A4 MyoIIA	FN deposition inh	C2C12 statin	LGR2 inh	SIRT5 block	CASP6 VEID inh	esBAF inh
Cn1c(SCC(=O)N2CCCC2=O)nc2ccccc21	-14	-15	·	0	2	-6	·
O=C1c2ccccc2C(c2nnnn2Cc2ccccc2)N1Cc1cccnc1 (configuration not stated)	-1	-3	·	-11	-5	3	·
CCCCN1C(=O)C2C(c3ccc(OC)cc3O)NC(CC(C)C)(C(=O)O)C2C1=O (configuration not stated)	-1	3	-5	-7	·	1	0
O=C(O)CCCn1cc(NC(=O)COc2cc(F)ccc2[N+](=O)[O-])cn1	1	6	·	18	0	17	·
CCn1c(=O)c2c(nc(SCC(=O)NCC3CCCO3)n2C)n(C)c1=O (configuration not stated)	-3	·	6	1	1	3	-8
COc1cc(Cl)ccc1OCc1cc(C(=O)NCC(C)(C)N2CCOCC2)no1	-2	-7	-10	-9	-15	0	31
CN(Cc1c(F)cccc1Cl)c1nnnn1-c1ccccc1	·	4	-16	·	·	·	5
C[C@@H]1CN([C@H](C)CO)S(=O)(=O)c2ccc(-c3cccc(C(=O)N(C)C)c3)cc2O[C@H]1CN(C)C	5	·	3	11	-1	-1	-4
COc1ccc(NC(=O)Nc2ccc3c(c2)CC(=O)N([C@@H](C)CO)C[C@@H](C)[C@H](CN(C)Cc2ccc(Oc4ccccc4)cc2)O3)cc1	3	·	8	22	-3	0	5
CC(OC(=O)c1ncc(Cl)c(Cl)c1Cl)C(=O)NC1CCCCC1C (configuration not stated)	0	-1	-15	3	1	-3	-4
COC(=O)c1ccccc1NC(=O)Cn1cnc2cc(C)c(C)cc21	-8	·	9	23	-1	0	13
Cc1ccccc1-c1ccc([C@@H]2[C@H](CO)N3CCCCN(C(=O)c4cccnc4)C[C@@H]23)cc1	-1	·	-11	8	-1	2	1
Cc1ccc2nc(-c3ccccc3)c(CN3CCSCC3)n2c1	4	1	·	-5	-3	-1	·
Cc1ccc(S(=O)(=O)N(CC(=O)Nc2cccnc2)c2cccc(Br)c2)cc1	-4	·	2	23	0	0	-1
COc1ccc(Cl)cc1NC(=O)NCC1CCN(Cc2ccccc2F)CC1	-4	4	12	2	-3	-6	2
CCCCC(=O)N(c1ccc(C(=O)O)cc1)c1nc(-c2ccc(Cl)cc2)c(CC)s1	1	-2	·	9	0	-1	·
COc1ccccc1NC(=O)Cn1c(=O)n2nc(C)nc2c2ccccc21	10	14	-3	-7	·	0	10
Cc1c(Cl)cccc1NC(=S)N1CCN(Cc2ccc3c(c2)OCO3)CC1	3	-4	·	10	1	-3	·
CC1(C)Oc2ccc3ccc(=O)oc3c2[C@H](O)[C@H]1O	3	2	-1	7	·	1	-2
S=C1SCCN1Cc1ccccc1	-2	·	·	13	0	-3	·
CCc1ccc(/C=C2/SC(=S)N(CCC(=O)Nc3cccnc3)C2=O)cc1	55	-1	·	-11	-6	-2	·
COc1cccc(CN2CC(C(=O)N3CCCO3)CCC2=O)c1 (configuration not stated)	1	0	28	8	1	-1	5
COc1ccc(CCn2c(=N)c(S(=O)(=O)c3ccccc3)cc3c(=O)n4ccccc4nc32)cc1	-1	3	-14	-10	-2	-3	-2
COC(=O)c1ccc(CN2CC(=O)N3[C@H](C2)[C@H](c2ccc(-c4ccccc4F)cc2)[C@@H]3CO)cc1	-10	·	·	-6	-3	0	·
COc1ccc(C#Cc2ccc([C@H]3[C@@H](CO)N4C(=O)CN(C(C)=O)C[C@H]34)cc2)cc1	-17	·	·	4	26*	·	·
